Bioassay records: PubChem, National Center for Advancing Translational Sciences (NCATS)
Lipid storage S3 = qHTS Assay for Lipid Storage Modulators in Drosophila S3 Cells | Drosophila S3 cells, BODIPY lipid droplet fluorescence, 18-24 h; cells fed with added oleic acid | Potency in µM for hits, for the others lipid storage change, negative = inhibition, % at the top dose, mostly 46.1 µM | 320,000 tested, 0.64% active; active = well fitted inhibition curve with a large enough effect in the signal ratio, with a control signal flat, not every such curve was filed as active; inconclusive = small, poorly fitted or top-dose-only effect, or effect the other way, or a change in a side signal; the % refers to the signal ratio
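Drosophila S3 cells loaded with oleic acid (400 uM, as added) and compounds at several concentrations; lipid droplets imaged by 488-nm laser-scanning cytometry, 500–530 nm intensity and object ratio to cell channel. Percent activity normalized to 20 uM Triacsin C.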
Lipid storage S3 cell count max = second read-out of Lipid storage S3, no call of its own (marks repeat the call); cell number change, %; measured here: cell count max response;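 cells counted by Cell Tracker Red CMTPX staining in the red channel; peak over a dose series mostly up to 46.1 µM; percent activity relative to internal control wells on each plate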
Numbers without * were called inactive; i = inactive; ? = inconclusive; / = no result given. % is set by controls: 0 for no effect and ±100 for the full control effect; potency is the fitted concentration of half-maximal effect.

Second line of a record: Lipid storage S3	Lipid storage S3 cell count max
- CCC(CC)N=C1NS(=O)(=O)c2cc([N+](=O)[O-])ccc21
    ?	/
- Cc1ccccc1NS(=O)(=O)c1ccc(C2CNC(=O)C2)cc1 (configuration not stated)
    i	/
- CCCCCC(=O)N/N=C/c1ccco1
    -1%	12
- CSc1ccc(CNC(=O)C2CCC(=O)N(CCc3cccc(F)c3)C2)cc1 (configuration not stated)
    i	-21
- CCOC(=O)c1cncc(C#CCO)c1
    ?	/
- O=C(CCNC(=O)c1ccccc1)Nc1cccnc1
    0%	-4
- CC1(C)CC(=O)C=C(Nc2ccc(S(N)(=O)=O)cc2)C1
    1%	6
- O=C(CCNC(=O)c1ccccc1Cl)NN1C(=O)NC2(CCCCC2)C1=O
    ?	/
- OCC[C@H]1C[C@H](O)[C@@H](O)[C@@]2(CCCc3ccccc3O2)O1
    ?	/
- Cc1cc(C)nc(NC(=O)Nc2ccc(F)cc2F)n1
    ?	/
- CCOC(=O)c1ccc(NC(=S)NCCc2ccc(F)cc2)cc1
    ?	/
- COc1ccc(C2(C(=O)Nc3ccc(C(=O)N4CCOCC4)cc3)CCOCC2)cc1
    10%	7
- Cc1cccc(N2CC(C)Cn3c2nc2c3c(=O)n(CC(=O)OCc3ccccc3)c(=O)n2C)c1 (configuration not stated)
    ?	/
- Cc1cccc(N(Cc2ccccc2)C(=O)CCl)c1
    ?	/
- Cc1nc2ccccc2n1C(=O)c1ccc(Cl)cc1[N+](=O)[O-]
    13%	-4
- Cc1cc(S(=O)(=O)N2CCOCC2)ccc1NC(=O)c1ccc(F)cc1
    ?	/
- CCOC(=O)C1CCN(C(=O)c2cc3ccc(OC)cc3[nH]2)CC1
    ?	/
- CCCCCOc1ccc(/C(C)=N/NC2=NCCN2)cc1
    ?	/
- CCOC(=O)C(N)CSC1CC(=O)N(CCc2ccccc2)C1=O (configuration not stated)
    ?	/
- Cc1ccc(NC(=O)COC(=O)c2ccccc2Cl)cc1S(=O)(=O)N(C)C
    12%	-27
- CSCCC(NC(=O)C1CCC(C)CC1)C(=O)NCCN1CCOCC1 (configuration not stated)
    ?	/
- Cc1occc1C(=O)N/N=C/c1sc(N2CCOCC2)nc1-c1ccccc1
    -7%	-21
- O=S(=O)(Nc1ccc(N2CCCCC2)cc1)c1cccc2cccnc12
    i	/
- C/C(=N\NC(=O)c1c(Br)c(C)nn1C)c1cccc(NC(=O)C2CCC2)c1
    -14%	-1
- O=C(Cc1ccccc1)Nc1ccc(NC(=O)c2ccccc2)c(Cl)c1
    ?	/
- NC(=O)CC[C@H](NC(=O)[C@H](Cc1ccccc1)n1c(=O)[nH]c2ccccc2c1=O)C(=O)N1CCC[C@H]1C(=O)O
    16%	-9
- CCOC(=O)N1CCC2(CC1)C(C(=O)C13CC4CC(CC(C4)C1)C3)C2(C#N)C#N (configuration not stated)
    ?	/
- Cc1ccc(C)c(NC(=O)C(=O)NCCCN2CCOCC2)c1
    10%	2
- CC1=C(C(=O)Nc2ccccc2)C(c2ccccc2)N2C(=O)CSC2=N1 (configuration not stated)
    ?	/
- CC(OC(=O)c1cccc(S(=O)(=O)N2CCCCC2)c1)C(=O)NC1CCCCC1C (configuration not stated)
    i	/
- CC(C)Cn1c(CN(C)Cc2ccccc2)nc2c1c(=O)n(C)c(=O)n2C
    i	/
- COc1ccccc1NC(=O)CC(=O)CSc1nnc(-c2ccc(C)cc2)n1C
    16%	5
- CN(C)CCCNc1ncnc2sc(-c3ccccc3)cc12
    -17%	0
- COc1cc(OC)c(OC)cc1CN1CCCC(C(=O)N2CCCCC2)C1 (configuration not stated)
    0%	0
- COc1ccc(C(C)NC(=O)C2CCCC2)cc1OC (configuration not stated)
    i	-11
- O=C(N/N=C/c1ccc2c(c1)OCO2)c1cc(-c2ccc(F)cc2)nc2ccccc12
    ?	/
- CCOc1ccc(CC2c3cc(OCC)c(OCC)cc3CCN2C(=O)CN2CCN(C)CC2)cc1OCC (configuration not stated)
    -10%	-4
- CCCC(=O)Nc1ccc(Cl)c(NC(=O)c2cccc(OC)c2)c1
    ?	/
- CCC(CC)NC(=O)Nc1ccccc1C(F)(F)F
    7%	7
- CCOc1ccc(C=O)cc1CN1CCCCC1
    i	/
- CC(C)CNc1nc2c(c(=O)n(C)c(=O)n2C)n1Cc1cccc(Br)c1
    ?	/
- C(=N\n1c2ccccc2c2ccccc21)/c1ccccc1
    -13%	2
- Cc1ccc2nc(-c3cccc(-c4cccc(Cl)c4)c3)c(NCc3ccccc3)n2c1
    ?	/
- O=C(CSc1ccccc1C(=O)O)NC12CC3CC(CC(C3)C1)C2
    -25%	-7
- Cc1cc(NS(=O)(=O)c2ccc(NC(=O)NC(C)(C(F)(F)F)C(F)(F)F)cc2)no1
    ?	/
- Cc1ccc(S(=O)(=O)N2CC=C(C(=O)NCc3ccc(F)cc3)CC2)cc1
    17%	8
- O=C(CCN1C(=O)/C(=C/C=C/c2ccccc2)SC1=S)Nc1nc2ccccc2s1
    -13%	14
- COc1cc(C=C2C(=O)c3ccccc3C2=O)ccc1O
    -10%	2
- CCN(CC)c1ccc(C(=O)OCc2cc(=O)oc3cc(O)ccc23)cc1
    -12%	3
- CCOC(=O)c1c(-c2ccccc2)csc1NC(=O)COc1ccc2c(C)cc(=O)oc2c1
    ?	/
- CN(C)CCN1C(=O)C(O)=C(C(=O)c2cc3ccccc3o2)C1c1ccc(N(C)C)cc1 (configuration not stated)
    17%	4
- CC(=O)C1=C(O)C(=O)N(C2CCCCC2)C1c1ccccc1 (configuration not stated)
    2%	2
- O=C(NCc1ccncc1)NC1CCCCC1
    15%	6
- COc1ccccc1CNC(=O)C1CCN(S(C)(=O)=O)CC1
    ?	/
- CCC(C)(C(=O)NC1CCCC1)N(C)C(=O)Cc1c[nH]c2ccccc12 (configuration not stated)
    5%	/
- COC(=O)CCCCC1SCC(NC(=O)OC)C1NC(=O)OC (configuration not stated)
    ?	/
- CN(C)c1ccc(C(=O)n2nnc3ccccc32)cc1
    ?	/
- CCc1ccc(-c2nc(CN3CCCC(C(=O)NCCc4ccc(OC)c(OC)c4)C3)c(C)o2)cc1 (configuration not stated)
    -20%	10
- O=C(Cn1cc(/C=N/NC(=O)c2ccccc2Br)c2ccccc21)Nc1ccc(F)cc1
    ?	/
- CC(NC(=O)C1CCCN(C(=O)N(C)C)C1)c1ccccc1 (configuration not stated)
    26µM*	2.0*

Next part:
Second line of a record: Lipid storage S3	Lipid storage S3 cell count max
- O=C(COc1ccc2ccccc2c1Br)NCc1ccccn1
    ?	/
- CCCCNC(=O)C1c2cc(OC)c(OC)cc2C(=O)N(C)C1c1ccc(OC)cc1 (configuration not stated)
    i	12
- O=C(CSc1nnnn1-c1ccc(F)cc1)NCc1cccs1
    ?	/
- COc1ccc(COC(=O)C2=C(C)NC(=O)NC2c2ccc(OC)c(OC)c2)cc1 (configuration not stated)
    -13%	10
- CN(C)c1nc(OCC(=O)NC(C)(C)C)nc(N(C)C)n1
    i	-13
- COc1cccc(C(=O)N(Cc2ccco2)Cc2cc3cccc(C)c3[nH]c2=O)c1
    ?	/
- Cc1cccc(NC(=O)C2CCCN(C(=O)Nc3ccccc3)C2)c1C (configuration not stated)
    i	2
- CCOc1cc(-c2cc(-c3ccccc3)nc(N)c2C#N)ccc1O
    ?	/
- COc1ccc(NC(=O)CSc2nnc(-c3ccccn3)n2N)cc1
    ?	/
- O=C(COC(=O)c1cnc(Cl)c(Cl)c1)NCc1ccco1
    ?	/
- O=[N+]([O-])c1cccc(CN2CCCCCC2)c1
    ?	/
- CCN1CCN(C2=C(NS(=O)(=O)c3ccc(NC(C)=O)cc3)C(=O)c3ccccc3C2=O)CC1
    ?	/
- CC([NH2+][O-])C(C)(C)NO (configuration not stated)
    -9%	-6
- CCCN(C(=O)COC(=O)c1cc(CC)c(C)s1)c1c(N)n(Cc2ccccc2)c(=O)[nH]c1=O
    10%	6
- O=C(NCC1CCCO1)C1CCCN1C(=O)Nc1ccc(Cl)cc1 (configuration not stated)
    i	13
- COc1ccc(COC(=O)C2=C(C)NC(=O)NC2c2ccccc2)cc1 (configuration not stated)
    ?	/
- COc1ccc(-n2cc(CNCc3cnc4ccccn34)c(-c3cccc(F)c3)n2)cc1
    -26%	/
- CC(=O)Nc1ccc(N2C(=O)CC(Sc3nc4ccccc4s3)C2=O)cc1 (configuration not stated)
    ?	/
- Cc1sc(NC(=O)COc2ccccc2)c(C#N)c1C
    4%	-8
- Cc1nn(CC(=O)NCCC2=CCCCC2)c(C)c1[N+](=O)[O-]
    ?	/
- Cc1ccc(S(=O)(=O)N2CCCC2CNC(=O)C(=O)NC2CCCC2)cc1 (configuration not stated)
    ?	/
- COC(=O)CCSc1nccn1Cc1ccccc1
    -8%	-9
- CCCn1c(=O)c2c(C(F)(F)F)cc(-c3ccco3)nc2n(CCC)c1=O
    i	/
- Cc1sc(N)c(C#N)c1C
    29%	10
- COCCn1c(N)c(Sc2ccccc2)c(=O)[nH]c1=O
    ?	/
- O=C1CC(c2ccccc2)n2nc(NS(=O)(=O)c3ccccc3)nc2N1 (configuration not stated)
    i	-7
- O=C(CCNC(=O)c1ccccc1Cl)Nc1cccc(S(=O)(=O)N2CCOCC2)c1
    ?	/
- COc1ccc(N2CCN(C(=O)c3ccc(Cn4nc(C)c([N+](=O)[O-])c4C)o3)CC2)cc1
    ?	/
- CC(=O)NCC(=O)N(c1ccccc1)C1(C(=O)NC2CCCCC2)CCCCC1
    ?	/
- COc1cc(/C=N/n2c(COc3ccccc3)n[nH]c2=S)cc(OC)c1OC(C)=O
    ?	/
- CCc1nc2ccccc2c(C(=O)OCC(=O)N(CC(C)C)c2c(N)n(Cc3ccccc3)c(=O)[nH]c2=O)c1C
    ?	/
- CCOC(=O)CNC(=O)c1cnn2cccnc12
    ?	/
- CN(C(=O)c1ccc2c(=O)n3c(nc2c1)CCCCC3)c1ccccc1
    -2%	-6
- COc1ccc2c(COC(=O)CNC(=O)C34CC5CC(CC(C5)C3)C4)cc(=O)oc2c1
    10%	8
- COc1ccccc1-n1c(SCC(=O)N2CCCCC2)nnc1-c1ccccc1O
    17%	2
- O=C(O)CCCC(=O)NCCCCc1ccccc1
    ?	/
- COc1cc(/C=N/OCC(=O)Nc2cc(C)on2)ccc1OCc1ccccc1
    ?	/
- CCC(C)(C)NC(=O)C(c1cccn1C)N(C(=O)Cn1nnc2ccccc21)c1ccc(F)cc1 (configuration not stated)
    -2%	3
- CC(C)(C)C(=O)Nc1ccc(N2CCN(S(C)(=O)=O)CC2)cc1
    5%	-1
- COC(=O)CSc1nc(C(C)C)nc2ccccc12
    ?	/
- O=C(Cn1c(-c2ccc(Cl)cc2)noc1=O)N1CCN(c2ccccc2F)CC1
    ?	/
- Cc1ccc(S(=O)(=O)N2CCN(C(=O)C(C)Cn3cncn3)CC2)cc1 (configuration not stated)
    22%	6
- Cc1cccc(NC(=S)NCc2ccncc2)c1C
    ?	/
- COc1ccccc1/C=N/NC(=O)c1ccc(Br)cc1
    -4%	17
- CS(=O)(=O)NCCSCc1c(F)cccc1Cl
    ?	/
- Cc1nnc(N/N=C/c2ccco2)n1N
    -3%	-14
- CNC(=S)NNC(=O)c1cccn(Cc2cccc(C(F)(F)F)c2)c1=O
    16%	-7
- COc1ccc(NC(=O)C(C)SCc2ccccc2)cc1 (configuration not stated)
    i	11
- CC(C)OCCCN1C(=O)c2ccccc2C1C(=O)NC1CCCCC1 (configuration not stated)
    ?	/
- O=C(Nc1ccc(Cl)cn1)C1COc2ccccc2O1 (configuration not stated)
    -18%	-9
- O=C(O)c1cccc(N2C(=O)CSC2c2c(F)cccc2Cl)c1 (configuration not stated)
    3%	6
- COc1ccc(C(=O)Nc2cccc(NC(=O)c3cccs3)c2)cc1
    ?	/
- COc1cc(O)c(C(CCN2CCN(c3ccccc3)CC2)c2ccc3c(c2)OCO3)c(OC)c1 (configuration not stated)
    14%	/
- CC1CC(C)CN(CCCNC(=O)c2cc3c(=O)[nH]c4ccccc4c3n2C)C1 (configuration not stated)
    ?	/
- Cc1cccc(Nc2nc(N3CCCCC3)nc(N3CCCCC3)n2)c1
    ?	/

In another format: 4 of the compounds above
structure: Cc1sc(N)c(C#N)c1C
  Lipid storage S3: 29%; Lipid storage S3 cell count max: 10
structure: CCC(C)(C)NC(=O)C(c1cccn1C)N(C(=O)Cn1nnc2ccccc21)c1ccc(F)cc1 (configuration not stated)
  Lipid storage S3: -2%; Lipid storage S3 cell count max: 3
structure: CC1(C)CC(=O)C=C(Nc2ccc(S(N)(=O)=O)cc2)C1
  Lipid storage S3: 1%; Lipid storage S3 cell count max: 6
structure: CCCC(=O)Nc1ccc(Cl)c(NC(=O)c2cccc(OC)c2)c1
  Lipid storage S3: ?; Lipid storage S3 cell count max: /

Looked up by structure from the list above:
Second line of a record: Lipid storage S3	Lipid storage S3 cell count max
- COc1ccccc1/C=N/NC(=O)c1ccc(Br)cc1
    -4%	17
- O=C(Nc1ccc(Cl)cn1)C1COc2ccccc2O1 (configuration not stated)
    -18%	-9
- CC1CC(C)CN(CCCNC(=O)c2cc3c(=O)[nH]c4ccccc4c3n2C)C1 (configuration not stated)
    ?	/
- O=C(O)c1cccc(N2C(=O)CSC2c2c(F)cccc2Cl)c1 (configuration not stated)
    3%	6
- COc1ccc(NC(=O)C(C)SCc2ccccc2)cc1 (configuration not stated)
    i	11

Some of the compounds tested. The share of hits here may be higher or lower than overall.
